# OXTR potentiator = human OXTR potentiators, primary screen, fluorescence, CHO-OTR cells, Fluo-8 calcium; Fluo-8 calcium fluorescence, potentiator mode; 0% = oxytocin EC15, 100% = EC100; activation, % at 3 µM; 320,000 tested, 0.061% active; AID 2445, 2010;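 active = activation above that plate's cutoff, the mean activation of tested compounds plus 3 SD, cut at about 6.6% in these data, passing the limit was not always enough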;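 also: 100% uses oxytocin at 75 nM as the full agonist control; some results filed as inactive read as strong as hits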
# Target sequence (P30559 whole entry, looked up): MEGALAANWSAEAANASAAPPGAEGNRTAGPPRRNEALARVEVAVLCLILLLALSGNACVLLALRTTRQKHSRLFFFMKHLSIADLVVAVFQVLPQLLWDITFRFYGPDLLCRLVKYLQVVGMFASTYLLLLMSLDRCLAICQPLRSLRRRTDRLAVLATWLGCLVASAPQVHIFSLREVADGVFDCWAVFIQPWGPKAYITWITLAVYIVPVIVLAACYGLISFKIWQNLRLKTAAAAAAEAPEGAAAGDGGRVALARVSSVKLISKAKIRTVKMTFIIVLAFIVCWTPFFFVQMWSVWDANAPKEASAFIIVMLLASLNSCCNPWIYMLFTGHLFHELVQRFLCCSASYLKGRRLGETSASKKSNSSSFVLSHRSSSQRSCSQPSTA
#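 Assay system: CHO-OTR cells, human receptor / Also added: oxytocin at about EC15, sub-maximal agonist stimulus / Dosing: single dose, 3.0 µM nominal final compound concentration / Incubation: 6 min pre-incubation, 100 s read / Technique: Fluo-8 calcium dye fluorescence / Read-out: % activation vs EC15 and EC100 oxytocin / Benchmarks: EC15 oxytocin low, 75 nM oxytocin high / Replicates: singlicate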
# TAAR1 antag = human TAAR1 antagonists, primary screen, Fluo-8 calcium fluorescence, CHO RD-HGA16 cells. AID 624466, 2012. Trace amine-associated receptor 1 (Homo sapiens), Q96RJ0. inhibition, % at 3 µM. 360,000 tested, 1.5% active. antagonist;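 active = inhibition above a per-plate cutoff, the mean inhibition of test compounds on that plate plus 3 SD, cut at about 49% in these data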;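 also: 0% = DMSO plus EC80 beta-PEA response and 100% = DMSO alone without agonist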
# Target sequence (Q96RJ0 whole entry, looked up): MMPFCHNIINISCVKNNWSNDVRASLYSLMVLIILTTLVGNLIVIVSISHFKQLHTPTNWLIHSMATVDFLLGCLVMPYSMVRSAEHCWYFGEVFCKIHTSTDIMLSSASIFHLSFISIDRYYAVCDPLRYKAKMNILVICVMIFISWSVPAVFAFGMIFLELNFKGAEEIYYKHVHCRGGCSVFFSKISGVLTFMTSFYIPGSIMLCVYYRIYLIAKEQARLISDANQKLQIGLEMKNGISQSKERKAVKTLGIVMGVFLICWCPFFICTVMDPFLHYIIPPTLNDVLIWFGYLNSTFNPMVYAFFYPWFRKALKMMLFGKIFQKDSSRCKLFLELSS
#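 test system = CHO RD-HGA16 cells bearing hTAAR1 | replication = singlicate | controls = DMSO-only wells and EC80 β-PEA-stimulated wells | reagent = EC80 β-phenethylamine stimulus | read-out basis = percent inhibition of PEA-evoked calcium signal, max/basal emission ratio | schedule = seeding 17-24 h prior, 75-min 37 °C, 30-min RT dye loading | signal = kinetic Fluo-8 calcium fluorescence measurement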
# TAAR1 agonist = human TAAR1 agonists, primary screen, Fluo-8 calcium fluorescence, CHO RD-HGA16 cells. Trace amine-associated receptor 1 (Homo sapiens), Q96RJ0. vehicle wells 0%, saturating PEA agonist 100%. activation, % at 3 µM. 360,000 tested, 0.99% active;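 active = activation above the mean activation of all test compounds in the run plus 3 SD, cut at about 38% in these data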
#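 Test system: RD-HGA16 (CHO) cells co-expressing Gα16 and hTAAR1; dosing: one-point dosing at 3 µM (nominal); timing: 17-24 h seeding, 75 min 37 °C dye, 30 min RT; signal: kinetic Fluo-8 calcium fluorescence; read-out basis: % activation relative to PEA EC100 response; controls: DMSO and PEA EC100; replicates: n 1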
# M1 ag parental = counter-screen for M1 agonists: effect in parental CHO-K1 cells; Fluo-8 calcium fluorescence; scaled to maximal ATP response, vehicle zero; activation, % at 3 µM; 360,000 tested, 0.48% active; AID 602248, 2012; in the data active = activation above about 15%;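 also: untransfected CHO-K1 host cells lacking M1 receptor as counterscreen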
# CHO parental Ca = ATP-evoked calcium signal inhibitors, parental CHO, primary screen, counter-screen for OX1R antagonist project, cell-based, fluorescence, Fluo-8 calcium dye. 330,000 tested, 0.63% active. parental CHO-K1, ATP-induced calcium, Fluo-8 fluorescence. inhibition, % at 5.6 µM;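 active = inhibition above that plate's mean sample inhibition plus 3 SD, cut at about 26% in these data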;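 also: 0% = ATP-challenged DMSO wells and 100% = DMSO wells without ATP; some compounds past the cut are filed as inactive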
#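 Test system: parental CHO cells; detection: calcium-sensitive Fluo-8 fluorescence; evaluation: percent inhibition of calcium signal; also added: ATP as calcium-mobilizing challenge; repeats: one well per compound; control set: ATP-challenged DMSO wells low, unchallenged DMSO wells high; compound: single nominal dose of 5.6 µM per compound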
# CHO-K1 Ca antag = counter-screen for M1 antagonists: effect in parental CHO-K1 cells | ATP-induced calcium, Fluo-8 fluorescence | inhibition, % at 3 µM | 360,000 tested, 0.6% active;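 active = inhibition above a per-plate cutoff, the plate's mean sample inhibition plus 3 SD, cut at about 24% in these data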;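 also: 0% = DMSO plus EC80 ATP and 100% = DMSO alone without ATP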
# M1 antag = human M1 muscarinic receptor antagonists, primary screen, CHO-K1 cells, Fluo-8 calcium fluorescence, 1536-well | Muscarinic acetylcholine receptor M1 (Homo sapiens), P11229 | CHO-K1 hM1, ACh EC80 antagonist | inhibition, % at 3 µM | 360,000 tested, 1.3% active | AID 588852, 2011;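 active = percent inhibition above its own plate's cutoff, namely the mean of that plate's compound wells plus 3 SD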;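 also: peak over basal fluorescence ratio during 140 s after agonist addition; 0% = ACh EC80 plus DMSO and 100% = DMSO alone without agonist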
# M1 ag = human M1 muscarinic receptor agonists, primary screen, Fluo-8 calcium fluorescence, CHO-K1 cells, HTS; CHO-K1 hM1, agonist mode; 0% DMSO, 100% acetylcholine EC100; activation, % at 3 µM; 360,000 tested, 0.33% active; AID 588814, 2011;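 active = activation above the run's mean compound activation plus 3 SD, cut at about 16% in these data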;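 also: peak over basal fluorescence ratio within a 140 s kinetic read after compound addition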
# CHO-K1 Ca PAM = nonselective calcium activators in parental CHO-K1 cells, primary screen, counter-screen for M1 PAM project, cell-based, Fluo-8 calcium fluorescence, full deck, 1536-well. 360,000 tested, 0.02% active. activation, % at 3 µM. ATP EC20; 0% at ATP EC20, 100% at ATP max;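 active = activation above the run cutoff, the mean activation of all test compounds plus 3 SD, cut at about 40% in these data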;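 also: peak over basal fluorescence ratio in a 140 s read after ATP addition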
# Active calls of the source: *; x = not tested or not shown. An unsorted share of the library; about 4.2% have a hit in one of these screens.
# Values run as follows: OXTR potentiator	TAAR1 antag	TAAR1 agonist	M1 ag parental	CHO parental Ca	CHO-K1 Ca antag	M1 antag	M1 ag	CHO-K1 Ca PAM
- CN(Cc1ccccc1)C(=O)CN1C(=O)COc2ccc(S(=O)(=O)N3CCCC3)cc21
→ 1	-3	0	0.5	-28	-13	-4	-5	14
- Cn1c(Cn2c(=O)sc3ccccc32)nnc1SCC(=O)Nc1ccccc1
→ 8	-12	0	0.2	-20	-7	-6	-3	20
- COC(=O)C1=C(C(=O)OC)C(c2ccc(OC)c(OC)c2)c2sc(=O)[nH]c2S1 (stereo not given)
→ -5	0	-3	0.5	-3	0	-9	-6	12
- O=C(CNC(=O)c1ccco1)NCC(=O)OCc1ccc(C(=O)Oc2ccc(Cl)cc2)cc1
→ -10	-1	7	4.8	7	1	4	0	14
- CCN(CC)S(=O)(=O)c1cc(NC(=O)COC(=O)CCc2nc3ccccc3s2)ccc1C
→ -7	30	12	9.5	-7	-2	-1	-1	-3
- CCOC(=O)c1ccc(N2CSC3=C(C#N)C(c4cccs4)CC(=O)N3C2)cc1 (stereo not given)
→ -5	3	3	-0.5	-5	4	5	-9	4
- c1ccc(Cc2noc(CN3CCN(CCOc4ccccc4)CC3)n2)cc1
→ 0	-10	1	0.3	-18	-2	8	-12	0
- Cc1cc(Cl)ccc1OCC(=O)NNC(=O)CCOc1ccccc1
→ -8	-20	-3	0.8	-12	-12	-9	-3	10
- CS(=O)(=O)Nc1ccc2c(c1)[C@H]1C[C@H](CC(=O)NCc3ccccc3)O[C@H](CO)[C@H]1O2
→ x	3	0	1.1	x	-8	-25	-5	26
- Cc1ccc2nc(SCC(=O)Nc3cccc(S(=O)(=O)N(C)C)c3)[nH]c2c1
→ -7	16	2	7.3	-21	-12	-13	-3	19
- CCN(CC(=O)Nc1cccc(S(=O)(=O)N2CCOCC2)c1)Cc1ccccc1
→ -2	-18	0	2.1	-16	-4	-10	-5	7
- CCC(=O)N/C(=N/c1nc(C)cc(C)n1)Nc1ccccc1
→ -12	-6	-3	-0.3	-26	-25	-5	-6	27
- COC(=O)Cc1ccc2sc(-c3ccccc3)nc2c1
→ -4	-6	-1	0.0	-25	-1	2	-6	10
- CN1CC(C(=O)Nc2ccc(F)c(Cl)c2)CC1=O (stereo not given)
→ -2	-2	5	0.5	-2	-3	-15	-3	11
- Cc1ccc(-n2nc3c(=O)n(CCCC(=O)NCc4ccc(C)o4)nc(C)c3c2C)cc1
→ 1	-11	-3	-1.5	-33	-9	3	-6	13
- COC(=O)C1CSC(C(=O)OC)N1C(=O)Nc1ccc(Cl)c(Cl)c1 (stereo not given)
→ -14	19	6	2.1	-6	-15	-5	-3	11
- Cc1ccc(CCNC(=O)C2CCN(S(=O)(=O)c3ccc4nc5c(c(C(=O)O)c4c3)CCCC5)CC2)cc1
→ -5	-17	3	0.7	-15	-19	-12	-2	3
- CCCCC[C@@H](C)N1C[C@H](COCc2ccccc2)Oc2cc(N3CC[C@@H](O)C3)ccc2S1(=O)=O
→ x	-22	2	1.6	x	-12	x	x	7
- N/C(CN1CCCC1=O)=N\OC(=O)c1ccc(Cl)c(Cl)c1
→ -5	-2	2	1.0	-11	-4	1	-6	8
- CCOc1ccc(NC(=O)CN(C)c2nnnn2-c2ccccc2)cc1OCC
→ -13	-4	4	0.2	-5	-6	-9	-3	16
- COc1cccc(CNC(=O)C(C(=O)NCc2cccc(OC)c2)c2ncc(C(F)(F)F)cc2Cl)c1
→ -4	5	8	0.7	-16	-11	3	-1	22
- Cc1ccc(C)c(NC(=O)c2ccc3c(=O)n4c(nc3c2)CCC4)c1
→ 3	10	4	1.4	-10	-10	2	-2	-2
- CC(OC(=O)CCCN1C(=O)c2ccccc2C1=O)C(=O)Nc1ncc(Cl)cc1Cl (stereo not given)
→ -3	0	1	0.2	-13	-3	-15	-2	14
- Cc1cc(C)cc(C(=O)N(Cc2ccco2)c2c(N)n(Cc3ccccc3)c(=O)[nH]c2=O)c1
→ -1	-14	2	0.2	-17	7	6	-3	-18
- Cn1c(=O)c2sccc2n(CC(=O)NCCC2=CCCCC2)c1=O
→ -1	-12	9	1.0	0	-5	-7	4	-7
- O=C(CSc1nc(-c2ccccc2)cc(C(F)(F)F)n1)N1CCOCC1
→ -3	5	7	1.3	-2	-7	2	-4	9
- Nc1c(C(=O)Nc2nc3ccccc3s2)sc2nc(-c3cccs3)ccc12
→ -8	x	x	-0.4	3	7	-4	1	-4
- CN(C)S(=O)(=O)c1ccc(NC=O)cc1
→ -9	8	4	1.1	3	-16	-1	-3	19
- CC1(Oc2ccc(Cl)cc2)CCN(Cc2csc3ccccc23)C1 (stereo not given)
→ x	-11	2	0.6	x	2	11	-6	9
- C[C@@H]1CCCCO[C@@H](CN(C)S(=O)(=O)c2cn(C)cn2)[C@@H](C)CN([C@H](C)CO)C(=O)c2cc(N(C)C)ccc2O1
→ x	-11	1	-0.5	x	9	7	-2	-3
- CN(/N=C/c1ccc2c(c1)OCO2)c1ccccc1
→ -4	-18	-2	-0.3	-26	-2	-4	-3	7
- CCCNC(=O)C1CC(=O)N(c2ccc(OCC(=O)Nc3cccc(C)c3C)cc2)C1 (stereo not given)
→ -5	-18	2	-0.3	-9	1	-11	1	9
- CCOc1cccc(N2C(=O)CC(N3CCN(c4nc5ccccc5s4)CC3)C2=O)c1 (stereo not given)
→ -18	12	8	0.6	-10	21	4	-3	-8
- CC1CC(=O)Nc2ccccc2N1C(=O)COc1ccc2cc(Br)ccc2c1 (stereo not given)
→ -10	-6	-2	0.2	-21	-18	-14	-3	23
- COc1ccc(NC(=O)CSc2ccccn2)c([N+](=O)[O-])c1
→ -8	-13	7	5.1	-10	-7	6	-6	16
- CN(CC1CCCCO1)C(=O)c1cc(COc2ccc(F)cc2Cl)on1 (stereo not given)
→ -8	-16	1	1.0	-9	2	-4	-4	-3
- CCOC(=O)c1c(C)n(C)c2cc(-c3cccc(C(F)(F)F)c3)c(O)cc12
→ -8	-7	2	-0.7	-1	27*	13	-3	-14
- Cc1ccc(C(=O)CSc2nnc(-c3ccncc3)n2C)cc1
→ 3	-11	11	-0.1	-14	2	6	-9	-6
- CN1CCN(C(=O)C2CCCN(c3ncnc4c3nc3n4CCCCC3)C2)CC1 (stereo not given)
→ -13	-24	2	0.3	-15	-11	-7	-5	9
- O=C(O)c1cc(-c2cccnc2)nc2ccccc12
→ -7	-25	5	0.4	-7	-8	-12	-2	10
- COc1c(Cl)cc(Br)c(OC)c1C(=O)NC(=O)Nc1nc(C)cc(C)n1
→ 6	-31	2	3.7	-2	-2	14	-4	10
- COc1cccc(C2(O)CCN(C(=O)C3CCC3)CC2)c1
→ 0	-7	3	0.7	-11	-2	-4	-5	10
- COc1ccccc1-n1cnnc1SCC(=O)NC1CCCCC1
→ 7	-26	4	0.3	-15	-7	-10	-5	10
- N#Cc1cnc(Nc2nc3ccccc3o2)nc1-c1ccccc1
→ 0	24	3	-0.1	-15	14	-8	3	-1
- COc1ccc(N(CC(=O)N2CCc3ccccc3C2)S(C)(=O)=O)cc1
→ -5	2	42*	0.7	-13	2	6	-4	5
- CCC(C(=O)N1CCC(N2CCCCC2)CC1)n1nc(C)c2sc3ccccc3c2c1=O (stereo not given)
→ 3	-29	-2	-0.8	-15	2	-9	-5	-5
- COc1ccc(OC)c(/C=C/C(=O)NC2=NCCS2)c1
→ -1	-1	0	0.6	-1	-3	24	-2	-9
- Cc1cccc(N2CCN(Cc3oc(CO)cc(=O)c3O)CC2)c1C
→ -7	25	5	0.7	-3	-1	-12	-3	11
- COc1ccc(C(=O)NNc2ccccc2)cc1OC
→ -6	-1	1	0.4	-7	11	0	-4	-10
- Oc1ccccc1C=NCCN1CCN(CCN=Cc2ccccc2O)C1c1ccccc1O (stereo not given)
→ x	-14	0	0.6	x	-9	-1	-2	6
- C(=NOCCc1ccccc1)c1ccncc1
→ x	-6	3	0.1	x	-3	-12	-3	-10
- Cc1ccccc1OCCC(=O)NNC(=O)COc1cccc(F)c1
→ -3	-15	1	0.2	-9	-3	14	-1	-9
- CC12CCC(=O)N1C(C(=O)NCCN1C(=O)S/C(=C\c3ccc(F)cc3)C1=O)CS2 (stereo not given)
→ -14	-2	7	3.3	-18	-9	6	-1	-4
- Cc1nc2ncnn2c(C)c1Cc1ccc(Cl)cc1
→ -11	11	4	1.9	-1	-7	-20	-4	16
- Cc1ccc(OCC(=O)NC2CCCCCC2)cc1C
→ -6	-9	0	-0.6	-13	-6	-6	-6	-1
- O=C1CCN(S(=O)(=O)c2ccc(Cl)cc2)CC1
→ 4	-5	2	1.8	3	-11	-9	-1	24
- COc1ccc(Nc2c(-c3ccco3)nc3cccc(C)n23)cc1
→ 0	-15	39*	0.1	-20	1	-1	-4	25
- CCCCc1cc(C)c(S(=O)(=O)c2ccccc2C)c(=O)[nH]1
→ -9	2	-1	0.8	-15	-14	3	-3	3
- NC(=O)C1(Nc2ccc(-c3ccc(Br)cc3)cc2)CCCC1
→ x	18	0	0.1	x	-18	-11	-1	18
- CN1CCN(S(=O)(=O)c2cc([N+](=O)[O-])ccc2Cl)CC1
→ -13	11	2	-0.3	7	-8	0	-4	-15
- COc1cc(C)ccc1OCCOc1cc(C)ccc1Cl
→ -14	-2	1	0.2	-8	-14	5	-5	14
- COc1ccc(-n2c(SCc3cn4c(C)cccc4n3)nc3ccccc3c2=O)cc1OC
→ -2	-38	7	0.3	-22	-14	-8	-3	18
- CC(=O)C1=C(O)C(=O)N(c2cc(C(C)(C)C)on2)C1c1ccc(Br)cc1 (stereo not given)
→ 10	-29	7	0.1	-19	-4	-8	1	18

# Screening results: PubChem BioAssay, The Scripps Research Institute Molecular Screening Center
